Screens deposited in PubChem BioAssay by Broad Institute.
KDM4C inh: inhibitors of human demethylase GASC-1 KDM4C | GST-KDM4C 2-372, H3K9me3 peptide, LANCE TR-FRET | inhibition, % at 12.5 µM | 96,000 tested, 0.15% active;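 active = mean replicate inhibition above about 25%, with at least 55% of replicates also reaching it, limit read from the data, passing the limit was not always enough; inconclusive = only one of those two conditions met; inactive = neither condition met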
Target sequence (Q9H3R0 2-372 limits assumed): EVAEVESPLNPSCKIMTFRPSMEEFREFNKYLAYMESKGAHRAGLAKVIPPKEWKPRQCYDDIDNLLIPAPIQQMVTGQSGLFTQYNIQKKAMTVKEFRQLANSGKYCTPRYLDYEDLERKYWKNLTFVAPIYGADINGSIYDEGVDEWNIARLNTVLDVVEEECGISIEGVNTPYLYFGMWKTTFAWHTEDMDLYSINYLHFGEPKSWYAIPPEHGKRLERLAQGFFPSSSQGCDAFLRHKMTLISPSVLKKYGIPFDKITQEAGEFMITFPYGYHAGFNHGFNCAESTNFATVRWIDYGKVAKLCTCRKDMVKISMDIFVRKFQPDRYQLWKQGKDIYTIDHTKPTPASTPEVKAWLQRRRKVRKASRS
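Material: GST-tagged GASC-1 (JMJD2C) catalytic fragment, aa 2-372 / Quantity: enzyme final amount 10 nM / Medium: HEPES buffer, pH 7.5, plus ascorbate / Doses: one test concentration per compound / Incubation: 30 min reaction, 60 min detection, RT / Measured by: LANCE TR-FRET / Read-out: inhibition from TR-FRET ratio decrease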
Pf Dd2 growth: P. falciparum Dd2 growth inhibition | AID 1159554 | 94,000 tested, 2.3% active | activity change, % at 10 µM | SYBR Green, 72 h; stronger effect = lower value; in the data active = activity change below about -80%; inconclusive = no clear call, values can overlap the other calls
C diff growth: blocks growth of Clostridium difficile. Clostridium difficile clinical isolate growth, OD600, 24 h; stronger effect = lower value. growth activity, negative = inhibition, % at 16 µg/mL (by protocol). 86,000 tested, 0.25% active;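 active = mean growth activity at or below -80% and every replicate also at or below -80%; inconclusive = mean at or below -80% but some replicate above -80%; inactive = mean growth activity above -80%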;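 note: 0% = DMSO wells and -100% = levofloxacin 16 µg/mL wells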
Tcruzi prolif: T. cruzi proliferation inhibition; T. cruzi beta-gal in NIH3T3, GalScreen luminescence, 90 h; inhibition, % at 8.34 µM; 77,000 tested, 5.9% active;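 active = mean inhibition above about 93%, with at least 55% of replicates each passing it, limit read from the data, passing the limit was not always enough; inconclusive = only one of those two conditions holds; inactive = neither condition holds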
* marks the source's active call; other numbers are inactive results; ? = inconclusive; · = not tested or not shown; & = joins results of further samples.

1: C[C@@H]1CCCCO[C@H](CN(C)C(=O)NC2CCCCC2)[C@@H](C)CN([C@@H](C)CO)C(=O)c2cc(NS(=O)(=O)c3cn(C)cn3)ccc2O1
2: COc1ccc2c3c(n(C)c2c1)[C@H](CO)N(Cc1ccc2c(c1)OCO2)CC31CCN(C(C)=O)CC1
3: Cc1ccc(S(=O)(=O)Nc2ccc3c(c2)C(=O)N([C@@H](C)CO)C[C@H](C)[C@H](CN(C)S(=O)(=O)c2ccc(Cl)cc2)O3)cc1
4: CC(=O)N1CCCCN2[C@@H](CO)[C@H](c3ccc(-c4cccc(C(=O)N(C)C)c4)cc3)[C@@H]2C1
5: C[C@@H]1CN([C@H](C)CO)C(=O)CCCn2cc(nn2)CO[C@@H]1CN(C)S(=O)(=O)c1ccc(-c2ccccc2)cc1
6: CCCNC(=O)N1C[C@@H](O)COC[C@@H]2O[C@@H](CC(=O)N[C@H]3CCN(Cc4ccccc4)C3)CC[C@H]21

Compound	1	2	3	4	5	6
Pf Dd2 growth	10	-45	-9	-25	0	·
Tcruzi prolif	88	·	·	77	7	-52
KDM4C inh	-1.2	-0.1	0.2	-0.4	-1.1	1.6
C diff growth	1	-2	43	3	5	5&-7

7: CCNC(=O)[C@H]1[C@H](CO)[C@H]2Cn3c(ccc(C4=CCCCC4)c3=O)[C@@H]1N2Cc1cocn1
8: O=C(Nc1ccccc1F)N1CCCCN2[C@H](C1)[C@@H](c1ccc(C3=CCCC3)cc1)[C@@H]2CO
9: C[C@@H](O)C#Cc1ccc2c(c1)O[C@H](CN(C)C(=O)Nc1ccccc1)[C@@H](C)CN([C@@H](C)CO)S2(=O)=O
10: C[C@H]1CN([C@@H](C)CO)C(=O)c2cccc(NC(=O)c3nc4ccccc4s3)c2O[C@H]1CN(C)S(C)(=O)=O
11: COc1cccc(NC(=O)N2C[C@@H](O)COC[C@@H]3O[C@@H](CC(=O)NC4Cc5ccccc5C4)CC[C@H]32)c1
12: C[C@@H]1CN([C@@H](C)CO)S(=O)(=O)c2ccc(-c3ccccc3)cc2O[C@@H]1CN(C)C(=O)c1ccc2c(c1)OCO2

Compound	7	8	9	10	11	12
Pf Dd2 growth	0	2	-9&-14	31	14	15
Tcruzi prolif	?	64	68&52	50	-16	·
KDM4C inh	5.7	3.4	·	-0.3	-1.1	6.2
C diff growth	3	-8	3&4	0	-3&-8	-1

13: CO[C@@H]1CN(C)C(=O)c2cc(NS(=O)(=O)c3cccc(Cl)c3)ccc2OC[C@H](C)NC[C@H]1C
14: CCC(=O)N1[C@H](CO)[C@H](c2ccccc2-c2cccc(C)c2)[C@@H]1C#N
15: O=C(O)C[C@H]1C[C@@H]2c3cc(NC(=O)C4CCOCC4)ccc3O[C@@H]2[C@@H](CO)O1
16: O=C(C[C@H]1CC[C@@H]2NC[C@@H](O)COC[C@H]2O1)Nc1ccc(-c2ccccc2)cc1
17: C[C@H](CO)N1C[C@H](C)[C@H](CN(C)Cc2ccccn2)Oc2cc(-c3cccc(C#N)c3)ccc2S1(=O)=O
18: Cc1noc(C)c1NC(=O)Nc1ccc2c(c1)C(=O)N([C@@H](C)CO)C[C@@H](C)[C@H](CN(C)C(=O)Nc1cccc3ccccc13)OCCCC[C@@H](C)O2

Compound	13	14	15	16	17	18
Pf Dd2 growth	23	-17	7	8	-26	-21
Tcruzi prolif	-7	·	-38	-25	49	50
KDM4C inh	9.7	-0.4	1.4	-1.9	2.1	-3.6
C diff growth	·	26	0	22&-2	5	2

19: C[C@@H](O)C#Cc1ccc2c(c1)O[C@@H](CN(C)Cc1ccccn1)[C@@H](C)CN([C@@H](C)CO)S2(=O)=O
20: C[C@@H]1CCCCO[C@@H](CN(C)C(=O)Nc2ccc3c(c2)OCO3)[C@H](C)CN([C@@H](C)CO)C(=O)c2cc(NC(=O)CCCN(C)C)ccc2O1
21: Cc1noc(C)c1NC(=O)N(C)C[C@H]1OCCCC[C@H](C)Oc2ccc(NC(=O)Nc3ccc(C(F)(F)F)cc3)cc2C(=O)N([C@H](C)CO)C[C@@H]1C
22: Cc1nn(C)cc1NC(=O)C[C@H]1CC[C@H]2[C@H](COc3ccc(NC(=O)NC(C)C)cc3C(=O)N2C)O1
23: Cc1noc(C)c1NC(=O)N(C)C[C@H]1Oc2ccc(NC(=O)CCC(F)(F)F)cc2C(=O)N([C@@H](C)CO)C[C@@H]1C
24: C[C@H]1CCCCO[C@H](CN(C)Cc2ccccc2)[C@@H](C)CN([C@@H](C)CO)C(=O)c2cc(NS(=O)(=O)c3cccs3)ccc2O1

Compound	19	20	21	22	23	24
Pf Dd2 growth	-11	-36	-7	-11	-4	-27
Tcruzi prolif	-6	55	67	19	-7	·
KDM4C inh	-0.5	3.7	-1.6	6.2	0.7	-0.9
C diff growth	1	6	1	-4	-1	·

25: Cc1noc(C)c1NC(=O)Nc1ccc2c(c1)C(=O)N([C@@H](C)CO)C[C@H](C)[C@H](CN(C)CC1CCCCC1)OCCCC[C@@H](C)O2
26: CC(C)NC(=O)Nc1ccc2c(c1)C(=O)N([C@H](C)CO)C[C@H](C)[C@H](CN(C)Cc1ccc(C(F)(F)F)cc1)OCCCC[C@@H](C)O2
27: COCC(=O)N(C)C[C@@H]1Oc2ncc(-c3ccc(C)cc3)cc2C(=O)N([C@@H](C)CO)C[C@H]1C
28: O=C(C[C@H]1CC[C@@H]2[C@H](COC[C@@H](O)CN2C(=O)c2ccccc2F)O1)N1CCN(c2ccccc2)CC1
29: COc1ccc(S(=O)(=O)Nc2ccc3c(c2)C(=O)N([C@@H](C)CO)C[C@@H](C)[C@@H](CN(C)S(=O)(=O)c2ccc(C)cc2)O3)cc1
30: O=C(Nc1nccs1)[C@@H]1[C@@H](CO)[C@@H]2Cn3c(cccc3=O)[C@@H]2N1C(=O)C1CCCC1

Compound	25	26	27	28	29	30
Pf Dd2 growth	-40	·	35	-5	24	30
Tcruzi prolif	42	·	-15	0	64	·
KDM4C inh	1.2	-0.9	2.8	3.2	-1.0	3.1
C diff growth	9	7	0	3	9	5

31: C[C@@H]1CN([C@@H](C)CO)S(=O)(=O)c2ccc(Br)cc2O[C@H]1CN(C)Cc1ccccc1F
32: O=C(C[C@@H]1CC[C@H]2[C@@H](COC[C@@H](O)CN2CC2CC2)O1)NCC1CC1
33: C[C@@H]1CN([C@@H](C)CO)C(=O)c2cccc(NC(=O)c3ccc(-c4nccs4)cc3)c2O[C@@H]1CN(C)Cc1ccc(C(F)(F)F)cc1
34: C[C@H]1CN([C@@H](C)CO)C(=O)Cc2cc(NC(=O)CCN3CCOCC3)ccc2O[C@@H]1CN(C)Cc1ccc(C(=O)O)cc1
35: COc1ccc(S(=O)(=O)Nc2ccc3c(c2)C(=O)N([C@H](C)CO)C[C@H](C)[C@@H](CN(C)S(=O)(=O)c2ccc(F)cc2)OCCCC[C@@H](C)O3)cc1
36: O=C(N[C@@H]1CC[C@@H](CCNC(=O)C2CC2)O[C@H]1CO)c1ccccn1

Compound	31	32	33	34	35	36
Pf Dd2 growth	-16	6	-78	32	-12	·
Tcruzi prolif	·	7	?	-3	18	·
KDM4C inh	-2.8	0.4	-3.0	1.3	2.9	-1.1
C diff growth	5	-1	·	-4	16	0

Record cards (already shown):
`C[C@H]1CN([C@@H](C)CO)C(=O)Cc2cc(NC(=O)CCN3CCOCC3)ccc2O[C@@H]1CN(C)Cc1ccc(C(=O)O)cc1` is listed as Pf Dd2 growth = 32; Tcruzi prolif = -3; KDM4C inh = 1.3; C diff growth = -4
`C[C@@H]1CCCCO[C@H](CN(C)C(=O)NC2CCCCC2)[C@@H](C)CN([C@@H](C)CO)C(=O)c2cc(NS(=O)(=O)c3cn(C)cn3)ccc2O1` is listed as Pf Dd2 growth = 10; Tcruzi prolif = 88; KDM4C inh = -1.2; C diff growth = 1

(list continues)
37: Cc1ccc(S(=O)(=O)N[C@H]2CC[C@H](CCn3cc(C(C)C)nn3)O[C@@H]2CO)cc1
38: Cc1noc(C)c1NC(=O)Nc1ccc2c(c1)C(=O)N([C@@H](C)CO)C[C@H](C)[C@H](CN(C)C(=O)NC1CCCCC1)OCCCC[C@H](C)O2
39: O=C(C[C@H]1C[C@@H]2c3cc(NC(=O)Nc4ccccc4F)ccc3O[C@@H]2[C@H](CO)O1)NC1CCCCC1
40: CC(C)NC(=O)Nc1ccc2c(c1)C(=O)N([C@@H](C)CO)C[C@H](C)[C@@H](CN(C)C(=O)Nc1ccccc1)OCCCC[C@H](C)O2
41: Cc1noc(C)c1NC(=O)N(C)C[C@H]1Oc2ccc(NC(=O)NC3CCCCC3)cc2C(=O)N([C@@H](C)CO)C[C@H]1C
42: CN1C(=O)c2cc(NC(=O)C3CC3)ccc2OC[C@H]2O[C@@H](CC(=O)NCC3CCCCC3)CC[C@@H]21

Compound	37	38	39	40	41	42
Pf Dd2 growth	-6	-30	-4	-17	15	-5
Tcruzi prolif	37	·	0	11	87	-17
KDM4C inh	0.5	-2.1	1.6	7.4	-1.8	6.1
C diff growth	-1	1	7	-6	-2	6

43: O=C(Cc1ccncc1)NCC[C@@H]1CC[C@H](NC(=O)C2CC2)[C@H](CO)O1
44: CO[C@H]1CN(C)C(=O)c2cc(NC(=O)C3CCC3)ccc2OC[C@@H](C)NC[C@@H]1C
45: O=C(Nc1cccc(F)c1)N1CC(=O)N2[C@H](C1)[C@H](c1ccc(C#CC3CC3)cc1)[C@@H]2CO
46: CO[C@H]1CN(C)C(=O)c2cc(NS(=O)(=O)CC(F)(F)F)ccc2OC[C@H](C)N(C(=O)NC(C)C)C[C@H]1C
47: CC(C)NC(=O)Nc1ccc2c(c1)C(=O)N([C@H](C)CO)C[C@H](C)[C@H](CN(C)C(=O)Nc1cccc3ccccc13)O2
48: COC(=O)C[C@H]1C[C@H]2c3cc(NC(=O)c4ccc5c(c4)OCO5)ccc3O[C@H]2[C@@H](CO)O1

Compound	43	44	45	46	47	48
Pf Dd2 growth	-6	·	4	1	1	15
Tcruzi prolif	·	-15	·	39	41	26
KDM4C inh	4.7	1.0	1.9	-1.6	0.9	1.4
C diff growth	3	·	-2	·	3	-4

49: Cc1ccc(S(=O)(=O)N(C)C[C@@H]2OCCCC[C@H](C)Oc3ccc(NC(=O)NC(C)C)cc3C(=O)N([C@H](C)CO)C[C@@H]2C)cc1
50: CCCC(=O)Nc1ccc2c(c1)C(=O)N(C)C[C@H](OC)[C@H](C)CN(CC1CCCC1)[C@H](C)CO2
51: CC(C)NC(=O)N(C)C[C@H]1OCCCC[C@@H](C)Oc2ccc(NS(=O)(=O)c3ccccc3)cc2C(=O)N([C@H](C)CO)C[C@@H]1C
52: C[C@H](CO)N1C[C@H](C)[C@@H](CN(C)S(=O)(=O)c2cn(C)cn2)Oc2ncc(C#CCN(C)C)cc2C1=O
53: O=C(c1ccncc1)N1CCCCN2[C@H](C1)[C@@H](c1ccc(C#Cc3ccccn3)cc1)[C@@H]2CO
54: CC(C)NC(=O)N(C)C[C@@H]1Oc2c(NC(=O)C3CCCCC3)cccc2C(=O)N([C@@H](C)CO)C[C@@H]1C

Compound	49	50	51	52	53	54
Pf Dd2 growth	-55	-1	-17	32	15	21
Tcruzi prolif	21	-15	-85	-29	108*	4
KDM4C inh	-0.5	0.8	-1.6	4.5	1.2	0.1
C diff growth	-1	·	-3	6	1	0

55: CCCNC(=O)Nc1ccc2c(c1)C(=O)N(C)C[C@@H](OC)[C@H](C)CN(Cc1cccnc1)[C@@H](C)CO2
56: CCCN(C)C[C@H]1Oc2cc(-c3cccnc3)ccc2S(=O)(=O)N([C@H](C)CO)C[C@H]1C
57: CCCNC(=O)N(C)C[C@@H]1Oc2ncc(-c3ccncc3)cc2C(=O)N([C@H](C)CO)C[C@@H]1C
58: CCC(=O)N1[C@@H](CO)[C@@H]2c3ccccc3N(C(=O)c3cnccn3)C[C@@H]21
59: CNC[C@H]1Oc2ccc(N(C)C)cc2C(=O)N([C@H](C)CO)C[C@H]1C
60: COc1ccc(NC(=O)Nc2ccc3c(c2)CC(=O)N([C@@H](C)CO)C[C@@H](C)[C@H](CN(C)Cc2ccc(-c4ccccc4)cc2)O3)cc1
61: COc1ccc2c3c(n(C)c2c1)[C@H](CO)N(C(=O)Nc1ccc(F)cc1)CC31CN(S(=O)(=O)c2cn(C)cn2)C1
62: CN(C)C(=O)[C@@H]1[C@@H](CO)[C@@H]2Cn3c(ccc(-c4ccncc4)c3=O)[C@H]1N2CC1CCCC1
63: COCCNC(=O)C[C@H]1C[C@@H]2c3cc(NC(=O)CC4CC4)ccc3O[C@@H]2[C@H](CO)O1

Compound	55	56	57	58	59	60	61	62	63
Pf Dd2 growth	18	-68	31&34	21	-5	-73	6	1	27
Tcruzi prolif	65	15	-7&-29	41	17	31	·	85	25
KDM4C inh	-0.8	-0.9	-0.3	4.1	·	-1.4	·	-0.8	-1.0
C diff growth	·	5	-1&-3	-9	1	43	-2	1	0
